# Screening results from PubChem BioAssay.
# IEC-6 cytotox – kills IEC-6 intestinal cells in KLF5 counter-screen; 290,000 compounds, 0.78% hits; inhibition, % at 5 µM; IEC-6 cytotoxicity, luminescence viability; AID 1825; in the data active = inhibition above about 22%;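 also: 0% = plate median of test compound wells and 100% = cytotoxic reference compound wells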
# HSF-1 act – increases HSF-1 driven luciferase reporter signal. AID 504408. NIH3T3-HGL HSF-1 luciferase reporter, MG132, 8 h; 100% = twice DMSO control signal. activation, % at 9 µM. 300,000 compounds, 1.7% hits;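 active = mean replicate activation of at least 50% with a set share of replicates each reaching 50%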;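 also: 0% = median of the neutral control wells and 100% = twice that signal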
# PolyA inhibitor – yeast polyadenylation inhibition. S. cerevisiae SKY197-pL101 polyadenylation reporter, beta-gal luminescence; efflux-impaired pdr1/pdr3 knockout yeast; score 100 = 6 SD above DMSO. AID 1875. 300,000 compounds, 0.02% hits. calls only at 12 µM;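 active = lowest replicate activity score at least 50, where 100 means six control SD above control mean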;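 also: yeast exposed to compound for 9 h at 30 °C; higher score means more reporter readthrough which indicates perturbed polyadenylation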
# HSP90 refold inh – HSP90 refolding inhibition in rabbit reticulocyte lysate | inhibition, % at 5.6 µM | 290,000 compounds, 0.91% hits | luciferase refolding luminescence, 3 h;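 active = inhibition above the screen-wide mean plus 3 SD, computed separately per campaign, cut at about 16% in these data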;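 also: 0% = DMSO wells and 100% = 60 µM geldanamycin wells; inhibitors lower the luminescence because luciferase stays unfolded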
# aSyn 5UTR inh – MLPCN primary screen, SNCA 5' untranslated region; 300,000 compounds, 0.82% hits; alpha-synuclein 5'UTR reporter, inhibitor activity; inhibition, % (tested at 7.5 µM); in the data active = inhibition above about 60%;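 also: H4 neuroglioblastoma cells stably carrying SNCA 5'UTR luciferase fusion; 0% = DMSO wells and 100% = positive control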
# GSK3 alpha inh – blocks human GSK-3 alpha kinase | 320,000 compounds, 0.1% hits | P49840 | AID 2650 | inhibition, % at 10 µM | ADP-Glo luminescence, 60 min;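 in the data active = inhibition above about 50%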;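 also: GST-tagged GSK-3 alpha with peptide substrate and 25 µM ATP; 0% = DMSO neutral wells and 100% = GW8510 positive control wells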
# Target sequence (P49840 whole entry, looked up): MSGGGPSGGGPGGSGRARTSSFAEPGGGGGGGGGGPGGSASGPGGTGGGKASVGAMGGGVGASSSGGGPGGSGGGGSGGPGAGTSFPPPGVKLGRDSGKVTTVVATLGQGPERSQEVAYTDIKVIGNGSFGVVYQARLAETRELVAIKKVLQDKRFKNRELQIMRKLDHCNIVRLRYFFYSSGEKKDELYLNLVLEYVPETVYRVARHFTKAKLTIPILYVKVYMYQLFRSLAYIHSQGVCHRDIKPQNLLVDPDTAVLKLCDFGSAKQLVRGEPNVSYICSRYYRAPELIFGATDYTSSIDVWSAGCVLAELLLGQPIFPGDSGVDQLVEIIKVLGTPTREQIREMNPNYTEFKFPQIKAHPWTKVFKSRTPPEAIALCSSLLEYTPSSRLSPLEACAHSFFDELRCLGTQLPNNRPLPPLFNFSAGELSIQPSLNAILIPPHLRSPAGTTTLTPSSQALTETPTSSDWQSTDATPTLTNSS
# HSF1 inh – HSF1 inhibition. NIH3T3-HGL HSE-luciferase, MG132-induced, luminescence 8 h; stronger effect = lower value. activity change, negative = inhibition, % at 7.5 µM (by protocol). 300,000 compounds, 0.77% hits. AID 2098;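 active = more than half of replicate wells show activity change below -50%, luminescence cut by over half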;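 also: luciferase reports HSF-1 transcriptional activity via heat shock element; 0% = median of DMSO wells and -100% = zero luminescence signal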
# GSK3beta inhib – inhibitors of human GSK3beta kinase; P49841; GST-GSK3beta kinase, ADP-Glo luminescence, 60 min; stronger effect = lower value; 300,000 compounds, 0.038% hits; activity score (negative = inhibition), % at 10 µM;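 active = more than half of replicate wells score below -50%, meaning over 50% inhibition versus plate controls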;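 also: 0% = median DMSO wells and -100% = median GW8510 positive control wells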
# Target sequence (P49841 whole entry, looked up): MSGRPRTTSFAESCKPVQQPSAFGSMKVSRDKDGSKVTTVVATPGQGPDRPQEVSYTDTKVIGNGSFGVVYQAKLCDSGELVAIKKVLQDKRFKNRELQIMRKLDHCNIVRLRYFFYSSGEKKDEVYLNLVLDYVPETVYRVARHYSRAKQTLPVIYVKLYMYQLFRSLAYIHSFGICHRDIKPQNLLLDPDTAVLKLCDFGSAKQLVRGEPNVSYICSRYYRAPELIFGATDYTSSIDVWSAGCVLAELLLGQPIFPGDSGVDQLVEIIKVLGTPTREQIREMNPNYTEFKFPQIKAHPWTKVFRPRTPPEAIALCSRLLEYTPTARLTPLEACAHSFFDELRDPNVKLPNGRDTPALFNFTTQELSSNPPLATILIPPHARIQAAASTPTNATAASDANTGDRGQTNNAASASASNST
#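 Assay system: GST-tagged human GSK3beta kinase, cell-free; Input: 1.6 ng GSK3beta; Medium: Tris/MgCl2 kinase buffer; Timing: 60 min enzyme reaction, room temperature; Signal: ADP-Glo luminescence quantifying ADP generated by kinase; Evaluation: score relative to plate controls; Benchmarks: DMSO neutral wells and GW8510 at 20 µM as positive.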
# AI-2 QS mod – modulators of Vibrio harveyi AI-2 quorum sensing system; AID 2094; 300,000 compounds, 0.4% hits; Vibrio harveyi JMH597 AI-2 luminescence/OD600 ratio, 9 h; stronger effect = lower value; strain lacks LuxN and CqsS sensors; 0 = neutral-control median; activity change, % at 7.5 µM; in the data active = activity change below about -75%, passing the limit was not always enough;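 also: luminescence divided by OD600 gain over 9 h not by final OD600 alone; inactives centre near 13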
# KLF5 inh – kruppel-like factor 5 inhibition; AID 1700; 290,000 compounds, 0.23% hits; inhibition, % at 5 µM; DLD-1 KLF5 promoter-luciferase reporter, luminescence;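 active = inhibition above a per-plate limit of that plate's mean compound inhibition plus 3 SD, cut at about 60% in these data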;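 also: 0% = DMSO wells and 100% = LY294002 at 200 µM; higher means less KLF5 promoter-driven luciferase light; inactives centre near -14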
# An asterisk follows results filed as active; i = inactive; x = not tested or not shown. An excerpt, so the mix of outcomes need not match the whole.
# Every second line gives: AI-2 QS mod	PolyA inhibitor	HSP90 refold inh	HSF-1 act	aSyn 5UTR inh	GSK3 alpha inh	KLF5 inh	HSF1 inh	IEC-6 cytotox	GSK3beta inhib
CC(C)(O)C#Cc1ccc(C(=O)N2CCN(c3ccc([N+](=O)[O-])cc3)CC2)cc1
  11	i	0	-6	-4	0	8	-7	6	3
COc1ccc(CCNC(=O)C2CC(=O)N(c3ccc(F)cc3)C2)cc1OC (stereo unspecified)
  19	i	0	0	10	0	-3	-2	-7	1
C=CCNc1sc(C(=O)c2ccc(Br)s2)c(N)c1C#N
  7	i	-1	10	-9	x	-53	0	1	-2
COc1ccc(/C=C(/C#N)C(=O)Nc2cc(C)ccc2C)cc1C(=O)O
  33	i	-3	2	3	4	-23	2	-3	7
O=C(Nc1ccccc1Br)c1cc[n+]([O-])cc1
  9	i	-2	27	1	-1	-4	1	5	-2
COc1ccc(NC(=O)Nc2ccc3[nH]ccc3c2)cc1
  10	i	x	16	-112	8	x	11	x	2
CC(C)(C)NC(=O)C(c1ccccn1)N(C(=O)C1CSC(=O)C1)c1cccc(F)c1 (stereo unspecified)
  11	i	3	41	-27	0	-17	23	1	1
O=C(Cn1c(COc2ccccc2)nc2ccccc21)Nc1cc(Cl)ccc1Cl
  39	i	-3	19	6	-5	5	6	4	1
Cc1cccc(NC(=O)c2oc3ccc(S(=O)(=O)N4CCOCC4)cc3c2C)c1C
  14	i	-3	-9	14	-2	-34	1	-8	2
Cc1ccc(-c2c(C#N)c(N)nc3c2CCCCC3)cc1
  13	i	6	-13	24	-1	-9	-5	4	2
Cc1ccc(C)c(-n2c(SCC(N)=O)nnc2-c2ccccn2)c1
  19	i	4	-45	-4	1	5	-33	3	-5
COc1ccc(/C(O)=C2/C(=O)C(=O)N(CCN(C)C)C2c2ccccc2)cc1Cl (stereo unspecified)
  6	i	1	-4	-2	x	1	-5	2	1
O=C(Cc1cccs1)Nc1ccc(-c2nnc(-c3ccco3)o2)cc1
  25	i	2	x	-55	-3	-14	x	2	2
CC(=O)c1ccc(O)c(CSC2=NCCS2)c1
  13	i	5	-6	-5	14	-16	4	-1	-3
CCc1ccc(S(=O)(=O)NCCc2csc(C)n2)s1
  18	i	1	-3	-18	-2	-16	-6	-2	-1
O=C(COC(=O)c1ccc(Br)c(S(=O)(=O)N2CCOCC2)c1)NCC1CCCO1 (stereo unspecified)
  0	i	-2	6	-27	1	6	-6	6	-2
C=CCNC(=O)c1ccc(N(C)S(=O)(=O)c2ccc(OC)cc2)cc1
  26	i	9	12	-20	x	-6	2	0	-3
Cc1cccc(-c2cc(C(=O)Nc3ccncc3)c3ccccc3n2)c1
  28	i	-3	63*	-26	x	-12	50	3	-2
O=C(CCCOc1ccc(Cl)cc1Cl)NCCc1ccccn1
  -7	i	4	-8	-59	0	-27	-20	-13	-2
COc1ccc(CNC(=O)c2cccc(-c3ccc(C)c4ccccc34)n2)cc1
  81	i	4	10	-9	-4	13	6	6	-1
Cn1cccc1CC(=O)N/N=C/c1ccc([N+](=O)[O-])cc1
  20	i	2	8	-7	-1	15	-2	4	0
COC(=O)c1ccccc1NC(=O)COC(=O)CSCC(=O)N1CCOCC1
  33	i	3	-2	40	1	-20	-5	-3	2
CCOc1ccc(NC(=O)C(C)O)c(NS(=O)(=O)c2ccc(CCNC(C)=O)cc2)c1 (stereo unspecified)
  6	i	3	-12	-9	-1	-33	-10	-3	1
COc1ccc(-c2nn(-c3ccccc3C)cc2CNC(C)c2cn(C)nc2C)cc1F (stereo unspecified)
  3	x	3	11	2	1	-19	1	2	2
COc1ccc(-c2csc(NC(=O)c3ccc(N4C(=O)CCC4=O)cc3)n2)cc1OC
  13	i	-1	-2	11	0	5	-6	-1	3
Cn1c(=O)n(C)c2cc(NC(=O)CSc3nc4ccccc4c(=O)[nH]3)ccc21
  8	i	1	-1	-2	2	-25	0	8	0
COc1ccc(C(CNC(=O)c2ccc(NS(=O)(=O)c3ccc(F)cc3)cc2)N2CCOCC2)cc1 (stereo unspecified)
  26	i	-1	-3	9	0	-26	-1	-5	-1
O=[N+]([O-])c1ccc(/C=N/Nc2cc(Cl)nc(-c3ccccc3)n2)cc1
  26	i	3	-12	-11	0	-12	-2	6	-1
Cc1ccc(NCc2n[nH]c(=S)n2-c2cccc(Cl)c2)cc1
  4	i	0	-10	-61	2	-21	-1	-6	-1
CCC(C(=O)NCCCN1CCN(C)CC1)n1nc(C)c2sc3ccccc3c2c1=O (stereo unspecified)
  11	i	0	3	26	-1	-12	-4	6	0
CN(C)S(=O)(=O)c1cc([N+](=O)[O-])ccc1N1CCCCCC1
  15	i	4	-26	3	-1	-21	-8	2	0
CS(=O)(=O)Nc1ccc(S(=O)(=O)N2CCOCC2)cc1
  30	i	-1	-4	4	-13	-17	-6	2	1
O=C(NNC(=O)c1ccco1)c1cccc([N+](=O)[O-])c1
  19	i	-3	4	10	x	-9	-7	0	-4
Cn1nc(C(=O)NCc2cccc(Cl)c2)c2c1-c1ccccc1S(=O)(=O)C2
  x	i	-5	0	18	0	-7	0	-1	0
COc1ccc(N=C2SC(CC(=O)Nc3ccccc3)C(=O)N2CCN2CCOCC2)cc1 (stereo unspecified)
  0	i	3	28	-18	-3	-8	12	-3	0
CCN1C(=NCc2ccc(OC)cc2)N[C@@H](CCc2ccccc2)[C@H](C(=O)NCc2ccc(OC)cc2)[C@H]1C
  7	i	1	16	7	1	0	0	2	-6
Fc1ccc(-c2nc3c(Cl)cc(C(F)(F)F)cn3c2Cl)cc1
  -4	i	0	10	-111	-1	25	2	10	-2
CC(=O)c1cccc(-n2c(CCC(=O)O)ccc2-c2ccc(C)cc2)c1
  18	i	2	6	7	2	-8	9	4	2
COc1cc(NS(=O)(=O)c2ccc(NC(=O)c3ccco3)cc2)nc(OC)n1
  19	i	1	12	30	3	-8	-1	3	0
Cc1ccc(NC(=O)CN(C)CC(=O)Nc2ccc(N3CCOCC3)cc2)cc1F
  -1	i	-6	11	28	-2	-9	-1	3	1
Cc1ccc(C(C)C)c(OCc2ccc(C(=O)N/N=C/c3ccc(C(=O)O)cc3)cc2)c1
  9	i	9	-13	37	-1	-28	-11	7	1
Cn1nnnc1SCc1nnc(-c2ccc(F)cc2)o1
  16	i	3	0	-43	5	-30	1	-2	1
O=C(CSc1nnc(-c2c[nH]c3ccccc23)o1)N1CCCCC1
  9	i	0	19	-38	-1	-6	6	0	0
O=C(O)CCC(=O)NC(c1ccccc1)c1ccccc1
  15	i	-6	4	-3	-1	-5	-5	-3	3
Cc1ccc(-n2c(N)c(C(=O)Nc3c(C)n(C)n(-c4ccccc4)c3=O)c3nc4ccccc4nc32)cc1C
  53	i	1	46	74*	x	-8	19	10	4
FC(F)(F)c1cccc(NC(=S)N2CCN(c3ccccc3)CC2)c1
  26	i	-2	9	7	-3	-6	5	-4	-2
C=CCn1c(O)c(N=NC(=O)CNC(=O)c2cccs2)c2ccccc21
  31	i	-5	20	-8	2	9	0	-14	1
CCC(=O)NC(=S)Nc1ccc(NC(=O)CC)cc1
  28	i	5	36	-42	0	8	12	5	3
CCCCNC(=O)c1onc(CSc2cc(C)ccc2C)c1C(=O)O
  -2	i	-3	-7	-1	-11	-16	-3	-2	1
CC(C)N1C(=O)/C(=C\c2nc3ccccc3c(=O)n2-c2ccccc2)c2ccccc21
  25	i	7	24	-31	-2	14	10	1	1
COc1ccc(C2CC(=O)C(C=NCCO)=C(O)C2)cc1 (stereo unspecified)
  -6	x	2	11	15	0	-30	-4	-2	4
CCS(=O)(=O)c1ccc(C(=O)Nc2ccccc2OC)c(Cl)c1Cl
  14	i	-3	-1	13	-3	-21	-5	1	0
CCOC(=O)C1CCCN(C(=O)c2ccc(-c3ccc([N+](=O)[O-])cc3)o2)C1 (stereo unspecified)
  i	i	x	3	-19	-5	x	11	x	5
CCCN(CCO)Cc1ccc(Cl)c(Cl)c1
  9	i	0	-15	3	-2	-28	1	4	-2
CCOC(=O)N1CCN(C(=O)C2CCN(C(=O)c3cc4sccc4n3CC)CC2)CC1
  21	i	-5	9	12	0	-12	0	-5	0
CCN(c1ccccc1)S(=O)(=O)c1cccc(C(=O)OCc2nc3sc(C)c(C)c3c(=O)[nH]2)c1
  9	i	0	x	-12	-3	-42	x	-11	-2
O=C(NCC(F)(F)F)Nc1ncccn1
  13	i	0	-5	-3	-1	-19	-1	2	2
CCOC(=O)c1c(NC(=O)Cn2nnc3ccccc32)sc2c1CCC(C)C2 (stereo unspecified)
  18	i	1	3	9	2	3	9	-1	1
CCOC(=O)c1[nH]ncc1CN1CCC(Cc2ccccc2)(C(=O)OCC)CC1
  26	i	-2	8	6	1	-17	6	-3	0
COc1ccc(/C=C/C(=O)c2ccc[nH]2)c(OC)c1OC
  18	i	0	15	-194	-1	-100	17	0	2

# Later entries:
# Every second line gives: AI-2 QS mod	PolyA inhibitor	HSP90 refold inh	HSF-1 act	aSyn 5UTR inh	GSK3 alpha inh	KLF5 inh	HSF1 inh	IEC-6 cytotox	GSK3beta inhib
COc1ccccc1/C=C/c1nc2ccccc2c(=O)o1
  2	i	8	27	-107	-2	-127	24	6	-2
CCCC[C@@H]1CNC(=S)N1CCCc1cc(OC)c(OC)c(OC)c1
  16	i	5	-13	13	-3	-4	-1	-3	2
Cc1cc(CN2CCN(CCC#N)CC2)c(O)c(C2(C)CCCCC2)c1
  x	i	3	-6	21	2	26	1	-3	x
CCCCN(C)C(=O)CS(=O)(=O)Cc1nc(-c2cccc(OC)c2)oc1C
  17	i	4	12	-3	-2	-116	-2	4	0
O=S(=O)(c1cccc(C(F)(F)F)c1)N1CCN(c2cnccn2)CC1
  19	i	0	4	9	0	-1	6	-3	1
COc1ccccc1-n1c(-c2ccc(NS(C)(=O)=O)cc2)n[nH]c1=S
  15	i	0	-1	1	0	-20	-2	1	1
Cc1ccc(-c2noc(CN3CCC(C(N)=O)CC3)n2)cc1
  13	i	3	3	-86	-1	-81	-3	-8	3
OC(COCCC12CC3CC(CC(C3)C1)C2)CN1CCCCC1 (stereo unspecified)
  8	i	-3	18	-34	-4	-12	-3	0	-1
Cc1ccccc1-c1nc(CS(=O)(=O)CC(=O)N2CCOCC2)c(C)o1
  18	x	-1	-5	-1	-3	0	3	-2	5
O=C(O)CC/C(=C\c1cc2c(cc1Br)OCO2)c1nc2ccccc2s1
  x	i	-2	8	-1	-6	-12	-1	-1	x
OC(CNCC1COc2ccccc2O1)COc1ccccc1F (stereo unspecified)
  22	i	-1	-23	2	-1	-41	-7	-3	3
